CHT inh = inhibitors of human choline transporter CHT; 310,000 tested, 0.86% active; B-score at 10 µM; High affinity choline transporter 1 (Homo sapiens), Q9GZV3; CHT-expressing cells, membrane potential dye, choline response; hits give low values;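 active means B-score over 3 SD under the library average, and starting fluorescence ratio not unusually high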;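 further: choline stimulus applied at its EC90 after an EC20 pre-addition; B-score computed on integrated fluorescence ratio after choline addition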
Target sequence (Q9GZV3 whole entry, looked up): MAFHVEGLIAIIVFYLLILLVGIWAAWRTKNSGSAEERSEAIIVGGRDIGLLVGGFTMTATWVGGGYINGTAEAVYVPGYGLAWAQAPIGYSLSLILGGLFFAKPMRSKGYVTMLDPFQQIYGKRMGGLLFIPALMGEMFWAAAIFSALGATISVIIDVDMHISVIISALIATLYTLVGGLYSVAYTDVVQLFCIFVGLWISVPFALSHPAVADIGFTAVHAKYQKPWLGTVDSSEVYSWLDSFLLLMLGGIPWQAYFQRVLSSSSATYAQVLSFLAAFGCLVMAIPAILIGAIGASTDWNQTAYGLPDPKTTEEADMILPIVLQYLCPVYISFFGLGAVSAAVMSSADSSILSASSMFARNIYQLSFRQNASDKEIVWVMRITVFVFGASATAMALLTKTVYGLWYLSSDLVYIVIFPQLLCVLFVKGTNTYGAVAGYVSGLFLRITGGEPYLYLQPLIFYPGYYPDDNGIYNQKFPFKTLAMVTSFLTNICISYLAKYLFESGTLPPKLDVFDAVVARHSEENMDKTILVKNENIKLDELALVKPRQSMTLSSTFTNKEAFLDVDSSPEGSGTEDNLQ
KCNQ2 inh = KCNQ2 potassium channel inhibitors, primary screen, cell-based, CHO-K1, FluxOR thallium flux, B-score (AID 2156) | Potassium voltage-gated channel subfamily KQT member 2 (Rattus norvegicus), O88943 | 20 min; hits give low values | B-score at 10 µM | 310,000 tested, 1.1% active;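 active means fluorescence ratio B-score at most minus 3 library SDs, with starting brightness B-score within 2 library SDs, cut at about -5.5 in these data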
Starred values were filed as active, the others as inactive; i = inactive; · = not tested or not shown.

| molecule | CHT inh | KCNQ2 inh |
| --- | --- | --- |
| COCC(=O)Nc1nc(-c2ccc(C)cc2)c(C)s1 | i | i |
| O=C(NC1CCCC1)C(c1ccsc1)N(C(=O)Cc1cccs1)c1ccc(F)cc1 (configuration not stated) | i | i |
| c1cc(-c2nnc3n2CCC3)[nH]n1 | i | i |
| CC(C)c1ccc(/C=C/C(=O)NCc2ccc(S(N)(=O)=O)cc2)cc1 | i | i |
| Cc1cccc(-c2noc(-c3cc4ccccc4oc3=O)n2)c1 | i | i |
| Cn1nnnc1SCC(=O)N1CCCc2ccccc21 | i | i |
| CC(C)(Oc1ccc(Cl)cc1)C(=O)NCc1ccco1 | i | i |
| O=C(c1cc(Cl)c(=O)n(Cc2ccccc2)c1)N1CCOCC1 | i | i |

| molecule | CHT inh | KCNQ2 inh |
| --- | --- | --- |
| Cc1cc(C(=O)CSc2nc3ccccc3c(=O)[nH]2)c(C)n1C | i | i |
| Cc1cc(NC(=O)c2cc3cccc([N+](=O)[O-])c3[nH]2)ccc1F | i | i |
| COc1cccc(C(=O)Nc2nc(-c3ccc(S(=O)(=O)N4CCOCC4)cc3)cs2)c1 | i | i |
| CCCC(=O)OCC(=O)Nc1ccccc1Sc1ccccc1 | i | i |
| Cc1cccc(NC(=O)Cn2nc([N+](=O)[O-])c(Br)c2C)n1 | i | i |
| CC(=O)c1ccc(N2CCN(S(=O)(=O)c3cccc4nsnc34)CC2)cc1 | i | i |
| O=C(NCc1cccnc1)C1CC(c2ccccc2O)=NO1 (configuration not stated) | i | i |
| CCc1ccc(NC(=O)CC2C(=O)NCCN2C(=S)Nc2ccccc2)cc1 (configuration not stated) | i | i |

| molecule | CHT inh | KCNQ2 inh |
| --- | --- | --- |
| Cc1ccc(C(=O)Nc2ccc(N3CCCC3)cc2)c(C)c1 | i | i |
| O=C1OC(Nc2cc(Br)cc3cccnc23)c2ccccc21 (configuration not stated) | i | i |
| COc1cc(OC)cc(C(=O)NNC(=O)CCC(=O)c2cccs2)c1 | i | i |
| Cc1cc([N+](=O)[O-])nn1CC(=O)Nc1c(C)n(C)n(-c2ccccc2)c1=O | i | i |
| CSCCC(NC(=O)c1ccco1)c1nc2ccccc2[nH]1 (configuration not stated) | i | i |
| O=C(COC(=O)c1nc(Cl)ccc1Cl)Nc1ccc2[nH]c(=O)[nH]c2c1 | i | i |
| COc1cc2c(cc1OC)CN(C(=O)/C=C/c1ccc(F)cc1)CC2 | i | i |
| COc1cccc(C2CC(c3cccc(C)c3)n3ncnc3N2)c1 (configuration not stated) | i | i |

| molecule | CHT inh | KCNQ2 inh |
| --- | --- | --- |
| CC(C)CNC(=O)CN1c2cccc3cccc(c23)S1(=O)=O | i | i |
| CC(=O)N1CCN(C(=S)Nc2cc(S(=O)(=O)N3CCOCC3)ccc2Cl)CC1 | i | i |
| O=C(OCC(=O)N1CCN(c2ccccc2)CC1)c1cc(Cl)ccc1[N+](=O)[O-] | i | i |
| COc1ccc(NC(=O)CN(C)C(=O)c2n[nH]c3ccccc23)cc1 | i | i |
| CSc1nnc(C)c(=O)[nH]1 | i | i |
| CCn1ncc(NC(=S)NCCc2ccc(OC)c(OC)c2)c1C(N)=O | i | i |
| CCN(CC)CC#CCC(O)(c1ccccc1)C1CCCC1 (configuration not stated) | i | i |
| COC(=O)c1sccc1NC(=O)c1cccc(OC)c1 | i | i |

| molecule | CHT inh | KCNQ2 inh |
| --- | --- | --- |
| O=C(Nc1ccc([N+](=O)[O-])cc1)c1ccccc1F | i | i |
| CC1(C)Cc2nc(NCCN3CCOCC3)c(C#N)cc2CO1 | i | i |
| Cc1cc(NC(=O)CSCCc2ccncc2)no1 | i | i |
| O=C(NC12CC3CC(CC(C3)C1)C2)c1cc([N+](=O)[O-])ccc1N1CCOCC1 | i | i |
| Cc1ccc(S(=O)(=O)N(CC(=O)N=Nc2c(O)[nH]c3ccccc23)c2ccc(C)c(C)c2)cc1 | i | · |
| CC1CCCC(C)N1C(=O)CSc1nc2c(c(=O)n(C)c(=O)n2C)n1C (configuration not stated) | i | i |
| O=[N+]([O-])c1cccc(NC2=NCCC2)c1 | i | i |
| O=C(O)c1nn(CCOc2ccc(Br)cc2)c(=O)c2ccccc12 | i | i |

| molecule | CHT inh | KCNQ2 inh |
| --- | --- | --- |
| CC1CCCCC1NC(=O)CN1CCC(O)(c2ccc(F)cc2)CC1 (configuration not stated) | i | i |
| O=C(c1ccc2snnc2c1)N1CCN(c2ccccc2)CC1 | i | i |
| CCCCCCCC1(C)NC(=O)NC1=O (configuration not stated) | i | i |
| O=C(NCCCCCCNC(=O)c1ccc(Br)s1)c1ccc(Br)s1 | i | i |
| N#Cc1c(N2CCOCC2)nsc1-c1ccccc1 | i | i |
| CC(C)(C)NC(=O)COc1ccc(CNCc2cccnc2)cc1 | i | i |
| COc1cc(C)c(C(=O)Oc2cc(C)c(C(=O)O)c(O)c2C)c(OC)c1C | i | i |
| COP(=O)(OC)C(Nc1ccc([N+](=O)[O-])cc1)c1ccccc1 (configuration not stated) | i | i |

| molecule | CHT inh | KCNQ2 inh |
| --- | --- | --- |
| N#CC1=C(Nc2ccccc2)SC=C(c2ccc(Br)cc2)N=C1N1CCOCC1 | i | i |
| Cc1cc(=O)[nH]c(N/N=C/c2ccccc2C(F)(F)F)n1 | i | i |
| CSc1nc(C)cc(OCCNS(=O)(=O)c2ccc(C)cc2)n1 | i | i |
| COc1ccc(CCNC(=O)c2noc(C(C)C)c2[N+](=O)[O-])cc1OC | i | i |
| Cc1[nH]c(=O)c(C#N)c(C)c1CCC(=O)Nc1cc(S(C)(=O)=O)ccc1Cl | i | i |
| CCC1=NN2C(=N)/C(=C\c3cccn3-c3ccc(C)c(C)c3)C(=O)N=C2S1 | i | i |
| COC(=O)C1=C(C)NC(=O)CC1c1cccc(OC)c1OC (configuration not stated) | i | i |
| O=S1(=O)C=CC(Nc2cccc(Cl)c2)C1 (configuration not stated) | i | i |

| molecule | CHT inh | KCNQ2 inh |
| --- | --- | --- |
| COc1ccc(OCC(=O)NC(=S)NNC(=O)COc2ccc(Br)cc2Cl)cc1 | i | i |
| CC(=O)c1ccc(NC(=O)C(C)OC(=O)COc2ccc(C#N)cc2)cc1 (configuration not stated) | i | i |
| CC1CCCC(C)N1/N=C/c1ccc(C(=O)O)cc1 (configuration not stated) | i | i |
| CCc1nc2ccccc2c(=O)n1NCCc1ccccc1 | i | i |
| CN(C(=O)CN(CCO)CC(=O)N(C)C(C)(C)Cc1ccccc1)C(C)(C)Cc1ccccc1 | i | · |
| Nc1cc(=O)[nH]c(SCC(=O)Nc2ccc(Cl)c(Cl)c2)n1 | i | i |
| O=C(/C=C/c1ccccc1)Nc1cc(S(=O)(=O)N2CCOCC2)ccc1N1CCCC1 | i | i |
| O=C(O)c1cc2nc(-c3ccccc3)cc(C(F)(F)F)n2n1 | i | i |

| molecule | CHT inh | KCNQ2 inh |
| --- | --- | --- |
| CCOC(=O)c1sc(SCC(=O)Nc2ccc(N(C)C)cc2)nc1N | i | i |
| CC1OC2(OC1C)C(=O)Nc1ccccc12 (configuration not stated) | i | i |
| O=C(CN1CCCCC1)Nc1ccc(S(=O)(=O)N2CCOCC2)cc1 | i | i |
| O=C(NCC1CCCO1)c1ccc(Br)s1 (configuration not stated) | i | i |
| CCOc1ccccc1-c1nc(CN2CCCN(C(=O)c3ccco3)CC2)c(C)o1 | i | i |
| CC(C)(C)NC(=O)CC1C(=O)NCCN1Cc1c(F)cccc1Cl (configuration not stated) | i | i |
| CCN(CC)CCCNC(=O)c1cn(CC)c2cc(N3CCN(C(=O)c4ccco4)CC3)c(F)cc2c1=O | i | i |
| O=C1CC(N2CCC(c3nc4ccccc4[nH]3)CC2)C(=O)N1Cc1ccccc1 (configuration not stated) | i | i |

| molecule | CHT inh | KCNQ2 inh |
| --- | --- | --- |
| COc1ccc(OC)c(NC(=S)N2CCN(c3ccccn3)CC2)c1 | i | i |
| COc1ccc(N=C2C(=O)Nc3ccccc32)cc1 | i | i |
| CCOC(=O)N1CCN(c2nc(C(F)(F)F)nc3c(C)cc(C)cc23)CC1 | i | i |
| CC(=O)N1CCN(c2ccc(NC(=O)c3cccc(OCc4ccccc4)c3)cc2)CC1 | i | i |
| Cc1noc(C)c1C(=O)Nc1ccc2c(c1)CCC2 | i | i |
| O=C(Oc1ccc2ccccc2c1)C1CCC1 | i | i |
| Cc1cc(OCc2cc(C(=O)NCC3(C)COC3)no2)cc(C)c1Cl | i | i |
| CN(C)c1cccc(C(=O)OCC(=O)Nc2ccccc2Cl)c1 | i | i |

| molecule | CHT inh | KCNQ2 inh |
| --- | --- | --- |
| Cn1c(C(=O)NCCCN2CCCCC2)cc2sccc21 | i | i |
| CN(C)c1cccc(C(=O)N(C)C2CCCN(Cc3ccccc3F)C2)c1 (configuration not stated) | i | i |
| N#CC1=C(SCC(=O)Nc2ccccc2)NC(=O)CC1c1ccc(O)cc1 (configuration not stated) | i | i |
| CCOC(=O)c1ccc(NC(=O)C2CC(=O)Nc3nc4ccccc4n32)cc1 (configuration not stated) | i | i |
| Nc1nc(C2CCOCC2)cs1 | i | i |
| Cc1noc(C)c1COc1ccc(C(=O)O)cc1 | i | i |
| COc1ccccc1C(=O)NCCC(=O)NCCOc1ccccc1 | i | i |
| CCC(C)NCCOCCOc1ccccc1-c1ccccc1 (configuration not stated) | -5.8* | i |

| molecule | CHT inh | KCNQ2 inh |
| --- | --- | --- |
| CCOC(=O)N1CCC(NC(=O)CCN2C(=O)COc3ccccc32)CC1 | i | i |
| CC1CCCC(C)N1C(=S)SCC(=O)O (configuration not stated) | i | i |
| COc1ccc(Cl)cc1Nc1nc(NCCO)nc(N2CCCC2)n1 | i | i |
| COc1ccc(NC(=O)CSc2nnc(C)c3ccccc23)cc1 | i | i |
| CC(=O)Nc1ccc(N(C(=O)CNC(=O)c2ccco2)C(C(=O)NC2CCCC2)c2ccco2)cc1 (configuration not stated) | i | i |
| O=C(CCn1cccc1)Nc1ccc(OC(F)(F)F)cc1 | i | i |
| CC(C)N1CCN(C(=O)c2ccc(NC(=O)c3ccc(Br)o3)cc2)CC1 | i | · |
| CSc1nc(-c2ccccc2)ccc1C(N)=O | i | i |

| molecule | CHT inh | KCNQ2 inh |
| --- | --- | --- |
| COc1cc(OC)c(C2=NOC(C(=O)N3CCCc4ccccc43)C2)cc1Cl (configuration not stated) | i | i |
| O=C(CN1c2cccc3cccc(c23)S1(=O)=O)N1CCOCC1 | i | i |
| Cc1ccccc1OCC(=O)Nc1nnc(S(=O)(=O)N2CCCC2)s1 | i | i |
| CCOCCCNCc1ccc(Cl)cc1 | i | i |
| Cc1nc2cc(NC(=O)CCS(=O)(=O)c3ccccc3)ccc2s1 | i | i |
| COc1ccc(CCNC(=O)COc2ncnc3ccccc23)cc1 | i | i |
| Cc1c(NC(=O)C(C)Oc2ncnc3ccccc23)c(=O)n(-c2ccccc2)n1C (configuration not stated) | i | i |
| CCOC(=O)CNc1ccc(OC(F)(F)F)cc1 | i | i |

| molecule | CHT inh | KCNQ2 inh |
| --- | --- | --- |
| O=C(CCCCCNc1nc(=S)[nH]c2ccccc12)NCc1ccccc1Cl | i | i |
| CN(C)S(=O)(=O)N1CCC(n2nccc2NC(=O)CCc2ccccc2)CC1 | i | i |
| CN(Cc1cccc(-n2cccn2)c1)C(=O)CCc1nnc(C2CCCCC2)o1 | i | i |
| CCOc1ccc(C(=O)Nc2cc(C)on2)cc1 | i | i |
| Cc1ccc(N2C(=O)C3ON(c4ccccc4)C(c4ccncc4)C3C2=O)c(C)c1 (configuration not stated) | i | i |
| Cc1c(C(N)=O)sc(N)c1C(=O)OC(C)C | i | i |
| Cc1nc(N)sc1-c1csc(Nc2ccccn2)n1 | · | i |
| O=C(CSc1ncc(S(=O)(=O)c2ccccc2)c(=O)[nH]1)Nc1ccccc1Cl | i | i |

| molecule | CHT inh | KCNQ2 inh |
| --- | --- | --- |
| COc1cc(Br)cc(/C=N/NC(=O)Cc2ccc(C(F)(F)F)cc2[N+](=O)[O-])c1O | i | i |
| Nc1nc(N)c2c(ccc3nccc32)[nH]1 | i | i |
| O=C(CSc1nnc(-c2ccc(Br)cc2)o1)N1CCN(C(=O)c2ccco2)CC1 | i | i |
| CN(C)c1ccc(C(=O)OCC(=O)N2CCCC2)cc1 | i | i |
| O=C(NCc1cccc(Cl)c1)C1CCC(=O)N(CCN2CCOCC2)C1 (configuration not stated) | i | i |
| COc1ccc(OC)c(S(=O)(=O)Nc2ccccc2C(F)(F)F)c1 | i | i |
| COC(=O)c1cc(S(=O)(=O)N2CCC(C)CC2)ccc1F | i | i |
| CCOC(=O)N1CCN(C(=O)c2ccc3nc(C)sc3c2)CC1 | i | i |

| molecule | CHT inh | KCNQ2 inh |
| --- | --- | --- |
| CCOC(=O)c1ccc(NC(=O)CC2C(=O)N(c3ccc(F)cc3)C(=O)N2CCC(C)C)cc1 (configuration not stated) | i | i |
| Cc1nn(CCc2nn[nH]n2)c2nc(-c3ccccc3)cc(C(F)(F)F)c12 | i | i |
| Cc1cc2c(=O)n(C)c(SCC(=O)Nc3ccccc3)nc2s1 | i | i |
| O=c1[nH]c(SCc2cccc([N+](=O)[O-])c2)nc2[nH]ncc12 | i | i |
| CCOc1ccc(CCNC(=O)C2=C(C)C(=O)OC23CCC(C)CC3)cc1 (configuration not stated) | i | i |
| O=C(COC(=O)c1c2ccccc2cc2ccccc12)NCC(F)(F)F | i | i |
| COc1ccc(NC(=O)c2cccc(-c3ccc(O)cc3)c2)cn1 | i | i |
| CC(C)Sc1nnc2n(CCc3ccccc3)c(=O)c3c4c(sc3n12)COC(C)(C)C4 | i | i |

Bioassay records (PubChem)
